All columns: NCI-60 one-dose screen, growth in % after 48 h at 10 µM unless noted; 100 = growth as untreated, 0 = no growth, -100 = all killed.
MDA-MB-468: MDA-MB-468 breast cancer; 78,000 compounds, 8.5% hits
MOLT-4: MOLT-4 leukemia cells; 80,000 compounds, 6.9% hits; AID 1794779
MCF7: MCF7 breast cancer | 82,000 compounds, 6.3% hits
MDA-MB-435: MDA-MB-435 melanoma | 82,000 compounds, 7.8% hits
K-562: K-562 leukemia. 78,000 compounds, 7.4% hits. AID 1794777
RPMI-8226: RPMI-8226 leukemia cells. 77,000 compounds, 7.5% hits. AID 1794781
MDA-MB-231: MDA-MB-231 breast cancer | 81,000 compounds, 5% hits
SR: SR leukemia cells. AID 1794780. 73,000 compounds, 8.7% hits
Starred values were filed as active, the others as inactive; nt = not tested or not shown; & = joins results of further samples. How the source made its calls: active means growth percent below 10; inactive means the rest.

Structure	MDA-MB-468	MOLT-4	MCF7	MDA-MB-435	K-562	RPMI-8226	MDA-MB-231	SR
C=CCc1ccc(C=O)c(O)c1	97	105	98	103	103	111	99	111
OCC1OC(n2cnc3ccccc32)CC1O (stereo not given)	115	133	105	73	105	108	108	112
CCN(CC)CCOc1cc2c(cc1OC)CCC2=O	107	105	93	101	109	100	105	105
OC(c1cccs1)c1cccs1	115	110	100	101	104	105	113	106
c1ccc2c3c(ccc2c1)OCN(C1CCCCC1)C3	109	86	92	110	110	102	105	113
COc1ccc(C2CC(c3cccc(Nc4ccncc4)c3)=NN2c2cc(Cl)cc(Cl)c2)cc1 (stereo not given)	43	-2.8*	-32*	-77*	0.6*	15	45	2.8*
Nc1nnc(CSCc2ccc(Cl)cc2)s1	105	106	98	102	109	104	101	107
CC1(C)CC[C@]2(C(=O)O)CC[C@]3(C)C(=CC[C@@H]4[C@@]5(C)C/C(=C/c6ccccc6)C(=O)C(C)(C)[C@@H]5CC[C@]43C)[C@@H]2C1	72	61	67	89	73	66	88	65
CC(=O)Oc1cc(CN(Cc2ccccc2)C(C)=O)c(OC(C)=O)cc1CN(Cc1ccccc1)C(C)=O	105	106	90	107	105	110	104	93
C=CCn1c(C)nc2ccc(Nc3nc(NCCO)nc4ccccc34)cc21	119	97	94	102	92	96	85	104
COc1cc2c(cc1OC)C(Sc1ccc(F)cc1)c1c(nc(N)c(C#N)c1N)O2 (stereo not given)	-56*	0.3*	-88*	-53*	8.3*	-28*	-79*	1.0*
O=C(NO)c1ccc(Cn2c3c(c4ccccc42)CS(=O)(=O)CC3)cc1	102	90	89	101	117	84	85	nt
O=C(O)CCCCCC1CCCCC1	98	93	99	114	102	97	109	92
N=C(N)SCc1ccc(Cl)cc1Cl	98&118	86	75&91	80&108	67	66&79	89&90	85
COc1ccc(C2=C(C#N)C(=O)N3C(=S)N(c4ccccc4)C(=O)C23)cc1 (stereo not given)	103	94	96	106	101	96	101	104

(continued)
Structure	MDA-MB-468	MOLT-4	MCF7	MDA-MB-435	K-562	RPMI-8226	MDA-MB-231	SR
Brc1ccc(-c2nnc(CSc3nnc(-c4ccncc4)o3)o2)cc1	104	101	76	98	nt	105	90	109
O=C1Nc2c(Cl)cc(Cl)cc2C12Nc1ccccc1S2 (stereo not given)	86	67	52	87	71	64	59	88
C[n+]1ccc(CCSc2ccccc2)cc1	48	73	93	105	89	84	107	84
CCCCCC(CCC)COC(=O)c1ccc(C)cc1 (stereo not given)	99	105	97	105	107	103	106	104
O=[N+]([O-])c1ccc(N/N=C\c2cc(Cl)ccc2O)nc1	-2.5*	14	16	49	18	41	49	11
Cc1cc(N(C)C)cc(C)c1N=Nc1cc[n+]([O-])cc1	92	102	81	110	96	101	111	104
S=c1n(Cc2ccc3ccccc3c2)c2ccccc2n1Cc1ccc2ccccc2c1	98	75	85	99	56	88	103	71
CC(=O)Oc1ccccc1C(=O)Nc1cc(C(C)C)ccc1C	-5.4*	4.6*	9.6*	11	7.4*	1.8*	7.2*	-28*
OCC1(CO)CCCC(CO)(CO)C1O	115	90	95	104	94	104	100	102
Cc1ccc(S(=O)(=O)Nc2nc(Cl)c(C#N)c(-c3ccc(Cl)cc3)n2)cc1	100	nt	66	86	nt	113	99	nt
Cn1c(=O)c2c(ncn2CC(=O)Nc2ccc(S(N)(=O)=O)cc2)n(C)c1=O	102	103	99	108	97	100	105	105
OCNC(=S)c1c(Cl)cccc1Cl	nt	108	98	100	107	103	104	113
Cc1cnc(SCc2ccccc2)[nH]c1=O	99	94	104	102	89	107	102	99
CCOC(=O)C1CN(C(C)C)C(=O)C1=O (stereo not given)	115	111	107	91	111	107	114	113
CC(=O)c1cccc(OC(=O)c2ccccc2)c1	104	85	85	117	92	100	102	66

Compound profiles, from the list above.
CC(=O)Oc1ccccc1C(=O)Nc1cc(C(C)C)ccc1C is entered as MDA-MB-468: -5.4*; MOLT-4: 4.6*; MCF7: 9.6*; MDA-MB-435: 11; K-562: 7.4*; RPMI-8226: 1.8*; MDA-MB-231: 7.2*; SR: -28*
N=C(N)SCc1ccc(Cl)cc1Cl is entered as MDA-MB-468: 98&118; MOLT-4: 86; MCF7: 75&91; MDA-MB-435: 80&108; K-562: 67; RPMI-8226: 66&79; MDA-MB-231: 89&90; SR: 85
COc1ccc(C2CC(c3cccc(Nc4ccncc4)c3)=NN2c2cc(Cl)cc(Cl)c2)cc1 (stereo not given) is entered as MDA-MB-468: 43; MOLT-4: -2.8*; MCF7: -32*; MDA-MB-435: -77*; K-562: 0.6*; RPMI-8226: 15; MDA-MB-231: 45; SR: 2.8*

The main list resumes; the two compounds before the break are reprinted first.
Structure	MDA-MB-468	MOLT-4	MCF7	MDA-MB-435	K-562	RPMI-8226	MDA-MB-231	SR
CCOC(=O)C1CN(C(C)C)C(=O)C1=O (stereo not given)	115	111	107	91	111	107	114	113
CC(=O)c1cccc(OC(=O)c2ccccc2)c1	104	85	85	117	92	100	102	66
C[C@@H]1CN(c2c(F)c(F)c3c(=O)c(C(=O)O)cn(C4CC4)c3c2F)C[C@H](C)N1	114	98	nt	106	104	113	109	nt
Cn1cc(-c2nonc2-c2c[nH]c3ccc(Br)cc23)c2cc(Br)ccc21	21	25	26	40	7.6*	41	32	21
Nc1nc(-c2ccccc2Cl)cs1	107	81	105	118	85	103	94	85
Cc1ccc(NC(=O)Nc2ncccc2OCc2ccccc2)cc1	106	86	92	105	83	89	116	nt
CCOC(=O)CC1CSC(N/N=C(\C)c2ccc3ccccc3c2)=N1 (stereo not given)	97	99	95	90	nt	86	83	98
CC(=O)N1C2=NN=CC=CN2C(=O)C1CC(C)C (stereo not given)	103	101	97	101	96	104	101	98
CCCCCc1c(C)[nH]c(/C=C2\N=C(c3ccc[nH]3)C=C2CC)c1C	-92*	-59*	-85*	-78*	-76*	-64*	-94*	nt
O=C1C(N2CCNCC2)=C(I)C(=O)c2ncccc21	97	100	82	105	53	82	88	69
NS(=O)(=O)c1ccc(NC(=O)CS(=O)(=O)c2ccccc2)cc1	112	109	106	109	112	111	116	nt
CC(C)c1ccc(C(C)(C)O)cc1	100	90	102	111	104	nt	94	98
CC(=O)O[C@@]1(c2cn(-c3ccccc3C(=O)O)nn2)CC[C@H]2[C@@H]3CCC4=CC(=O)CC[C@@H]4[C@H]3CC[C@@]21C	95	103	110	102	102	94	100	102
O=C(O)c1ccccc1C(c1ccccc1)c1ccccc1O (stereo not given)	112	95	102	111	88	104	89	80
Cc1c(-c2nnc(SCc3ccccc3)o2)sc2nc3ccccc3n12	111	87	97	106	91	90	108	116
C[C@]12CC[C@@H]3c4ccc(O)c([N+](=O)[O-])c4CC[C@H]3[C@@H]1CC[C@@H]2NS(=O)(=O)c1ccc(C(F)(F)F)cc1	25	3.5*	12	17	7.0*	16	-9.6*	-8.8*
Nc1nc(Nc2ccccc2)c2ncn(Cc3ccc4c(c3)OCO4)c2n1	13	13	21	-23*	16	31	44	14

(continued)
Structure	MDA-MB-468	MOLT-4	MCF7	MDA-MB-435	K-562	RPMI-8226	MDA-MB-231	SR
Cc1cc(=O)oc2cc(Nc3nc4c(Cl)ccc(Cl)c4s3)ccc12	106	106	73	107	111	106	96	94
COc1ccc(-c2nc(SCCC(C)C)nc(Nc3ccc(F)c(Cl)c3)c2C#N)cc1	71	86	69	79	56	95	100	57
COc1ccc(/C=C/[C@H]2O[C@@H](C)[C@H](O)[C@@H]2O)c(OC)c1	101	90	91	110	92	92	124	nt
CCOP(=O)(CCCCCCOc1cc(OC)c2c(c1OC)OCO2)OCC	85	94	87	102	70	71	97	78
O=C(O)[C@@H]1CCCC[C@H]1Cl	105	101	93	104	106	101	106	nt
Cc1[nH]c(C(=O)Nc2ccccc2OCc2cccc(C(=O)NC3CCNC3)c2)c(Cl)c1Cl (stereo not given)	22	1.7*	-74*	-53*	0.1*	-10*	-58*	-0.8*
CCCCCCNC(=O)Oc1ccc(/C(=C(/CC)Cc2ccccc2)c2ccc(OCCCN(C)C)cc2)cc1	89	67	23	88	7.1*	75	67	-9.7*
CC(=O)OCCN1C=C(S(C)(=O)=O)C2=NCCN2C1=O	99	110	98	100	121	109	112	118
CC(=O)Oc1cc2c(s1)CCN([C@H](C(=O)C1CC1)c1ccccc1F)C2	98	94	100	100	nt	93	100	99
c1ccc(CN2COc3cc4c(cc3C2)OCN(Cc2ccccc2)C4)cc1	102	101	89	98	80	96	88	87
C#Cc1ccc(-n2c(/C=C/c3cc(OC)cc(OC)c3)nc3ncccc3c2=O)cc1	37	58	68	79	75	25	53	45
COC(CCN(Cc1ccccc1)Cc1ccccc1)N1CCCC1=O (stereo not given)	98	79	104	96	97	86	104	nt
O=C1/C(=C\c2ccccn2)c2ccccc2N1c1c(Cl)cccc1Cl	-17*	3.5*	2.3*	-5.0*	9.4*	-13*	16	-4.3*
O=C(CSc1oc(-c2ccccc2)nc1S(=O)(=O)c1ccc(F)cc1)Nc1ccc(F)cc1	85	86	81	96	80	78	76	94
CC1(C)OC(=O)C(=Cc2ccc(C#N)cc2)C(=O)O1	96&92	80&103	96&104	105&108	97&101	103&101	123&113	89&94

Later entries
Structure	MDA-MB-468	MOLT-4	MCF7	MDA-MB-435	K-562	RPMI-8226	MDA-MB-231	SR
CC1(C)CC[C@]23CC[C@]4(C)[C@H](CC[C@@H]5[C@@]6(C)CC(CCC#N)(CCC#N)C(=O)C(C)(C)[C@@H]6CC[C@]54C)[C@H]2[C@H]1OC3=O	100	100	89	86	114	96	90	111
COc1ccc(NC2=C(C#N)C(=N)N3c4ccccc4Sc4ccccc4C3N2)cc1 (stereo not given)	104	82	88	93	98	76	86	95
CS/C(Nc1ccccc1)=C(\C#N)S(=O)(=O)c1ccccc1	111	81	102	112	100	90	101	nt
NC(N)=N/N=C/C=C/c1ccco1	111	116	94	107	116	106	110	112
COc1ccc2nc(-c3ccc(OC)c(OC)c3)cc(-c3nnc(SCC(=O)c4ccccc4)o3)c2c1	82	78	98	93	76	87	103	89
O=C(O)/C=C\C(=O)Nc1ccc2c(c1)Cc1ccccc1-2	97	99	95	112	98	100	96	106
CC(C)(C)c1ccc(C2CC(=O)C3=C(C2)Nc2ccccc2N(C(=O)c2ccccc2Cl)C3c2ccc(F)cc2)cc1 (stereo not given)	-20*	6.7*	-33*	-80*	10	14	16	9.8*
NNC(=S)N/N=C/c1ccccc1	113	117	105	98	113	96	95	110
Cc1nn(-c2ccccc2)c2nc(N3CCOCC3)c(C#N)cc12	111	105	73	109	nt	97	90	nt
COc1ccc(-c2csc(NC(=O)c3cc(OC)c(OC)c(OC)c3)n2)cc1	87	103	98	96	113	93	109	96
CC(=O)NC(=O)NCN1CCOCC1	92	105	92	112	109	107	100	103
Cc1cccc2c(Nc3ccc(NS(C)(=O)=O)cc3)c3ccc([N+](=O)[O-])cc3nc12	nt	-5.4*	0.1*	33	1.1*	0.7*	61	2.6*
COc1ccc(NC(=O)CN2CCN(c3cc4c(cc3F)c(=O)c(C(=O)O)cn4C3CC3)CC2)cc1	94	102	101	98	94	97	86	108
O=S(Nc1ccccc1)c1ccc(N2CCOCC2)cc1 (stereo not given)	88	96	98	90	92	100	91	90
C=CCC(CC)(C(=O)O)C(=O)O	93	100	96	107	108	101	91	nt

Other records.
Structure	MDA-MB-468	MOLT-4	MCF7	MDA-MB-435	K-562	RPMI-8226	MDA-MB-231	SR
CCn1c(Cn2nc(C)cc2C)nnc1SCC(=O)Nc1ccc(S(N)(=O)=O)cc1	82	87	88	102	92	89	95	90
CCOC(=O)c1csc(NC(=O)COc2cccc(/C=C3\CSc4ccccc4C3=O)c2)n1	nt	-51*	2.0*	18	-64*	-71*	59	-86*
COc1ccc(/C=c2\[nH]c3nc4c(c(-c5ccccc5)cn4-c4ccccc4)c(=N)n3c2=O)cc1	115	66	91	104	84	87	101	72
C[C@@H]1C[C@H]2C(=O)OCC(NC(=O)[C@H](Cc3cc(F)cc(F)c3)NC(=O)Nc3ccc(Cl)cc3F)C(=O)N3CCC[C@H]3C(=O)N3CCCC[C@H]3C(=O)N[C@@H](C)C(=O)N2C1 (stereo not given in full)	-6.9*	33	13	20	19	13	27	22
COc1cc(/C=N/Nc2ccc(F)cc2F)cc(OC)c1OC	91	60	85	71	18	78	72	83
CN(C)c1nc(NCCNS(=O)(=O)c2ccc(C(=O)/C=C/c3ccccc3)cc2)nc(N2CCOCC2)n1	52	14	-4.5*	83	-15*	0.0*	7.3*	-43*
CC1(C)CC[C@]2(C(=O)O)CC[C@]3(C)C(=CCC4[C@@]5(C)C[C@@H](O)[C@@H]6OC(c7ccccc7)OC[C@@]6(C)C5CC[C@]43C)C2C1 (stereo not given in full)	78	51	83	97	47	56	81	68
NC(=O)Nc1cccc(Cl)c1	100	125	96	101	116	114	101	118
COc1cc(CNC(=O)Cc2ccccc2)ccc1OCc1cn(-c2ccc([N+](=O)[O-])cc2)nn1	97	96	92	99	97	83	94	103
CN1CCc2c(sc3ncnc(N/N=C/c4cc(Br)c(O)c(Br)c4)c23)C1	101	108	94	106	93	100	100	88
CCOC(=O)n1cc(-c2nonc2-c2cn(C(=O)OCC)c3ccc(OC)cc23)c2cc(OC)ccc21	89	97	94	98	103	99	90	104
COc1ccc(-c2nc(-c3nc4ncccc4[nH]3)cc3c2[nH]c2ccccc23)cc1	72	46	46	65	43	33	80	53
COc1ccccc1-c1c(-c2ccccc2)c[nH]c1C(=O)O	99	101	108	102	95	73	100	104
COc1ccc(C=Nc2ccc(/C=C\C(=O)O)cc2)cc1	108	103	95	98	nt	117	86	99
COC(=O)[C@@H](NC(=O)CNC(=O)[C@H]1CCCN1C(=O)C(Cc1ccccc1)NC(=S)Nc1cc(C(F)(F)F)cc(C(F)(F)F)c1)C(C)C (stereo not given in full)	34	29	14	66	31	28	27	51
Cc1[nH]c2ccc([N+](=O)[O-])cc2c1C	98	99	99	99	91	110	98	105

Assay outcomes as filed in PubChem.
